# Compound activity as filed in PubChem BioAssay.
# hERG WT inh – qHTS for Inhibitors of KCHN2 3.1: Wildtype qHTS; U2OS, BacMam KCNH2, thallium flux FluxOr; stronger effect = lower value; activity change, % at 1.84 µM; actives 0.37% (n = 340,000); AID 720551, 2013;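 active = maximum activity change below -70%; inconclusive = maximum activity change between -70% and -50%; inactive = maximum activity change above -50%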; note: % is set by controls: 0 for no effect and ±100 for the full control effect
#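 U2OS cells transduced with wild-type KCNH2 virus are loaded with FluxOr dye for 45 min, and thallium flux is measured in kinetic reads before and after stimulation buffer. Rate constants are normalized to DMSO controls.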
# GALK inh – qHTS Assay for Inhibitors of Human Galactokinase (GALK) | P51570 | Purified GALK, Kinase-Glo residual ATP luminescence | Potency, µM (highest dose often 57.5 µM), inactives show top-dose activity change, negative = inhibition, most hits filed as inhibitors | actives 0.007% (n = 270,000); note: potency is the fitted concentration of half-maximal effect; % is set by controls: 0 for no effect and ±100 for the full control effect
# Target sequence (P51570 whole entry, looked up): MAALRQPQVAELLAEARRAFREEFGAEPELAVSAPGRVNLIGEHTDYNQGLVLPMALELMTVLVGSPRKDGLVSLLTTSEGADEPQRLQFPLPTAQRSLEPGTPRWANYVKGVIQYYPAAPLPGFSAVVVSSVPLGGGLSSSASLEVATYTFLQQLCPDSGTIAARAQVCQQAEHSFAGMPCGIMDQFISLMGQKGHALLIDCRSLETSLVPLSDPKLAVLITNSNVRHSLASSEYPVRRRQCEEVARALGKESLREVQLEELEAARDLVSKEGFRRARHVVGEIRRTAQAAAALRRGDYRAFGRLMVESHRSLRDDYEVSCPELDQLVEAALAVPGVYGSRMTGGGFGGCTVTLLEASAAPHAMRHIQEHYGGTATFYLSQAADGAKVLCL
#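 ATP-depletion format; final 35 uM ATP, 100 uM D-galactose, 5 nM enzyme; pH 8.0 HEPES/Mg2+ buffer; 60 min RT; luminescence read 10 min after detection reagent.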
# FBPA coupling cs – qHTS Assay for Inhibitors of Fructose-1,6-bisphosphate Aldolase from Giardia Lamblia: Coupling assay counterscreen | coupling enzyme system counterscreen, AmpLite Red fluorescence | AID 2472, 2010 | activity change, negative = inhibition, % at 58.2 µM, hits read low | actives 0.67% (n = 290,000); in the data active = activity change below about -30%; note: % is set by controls: 0 for no effect and ±100 for the full control effect
#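 Coupling enzymes only (glyceraldehyde-3-phosphate) + compound, at 57.5 uM final, 10 min RT; add substrate/coupling/AmpLite Red mix, 20 min RT; fluorescence ex 525/em 598 nm. Actives flag coupling-system interference.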
# AT treatment – qHTS Assay for Identifying a Potential Treatment of Ataxia-Telangiectasia. […] A-T fibroblasts, KAP-1 phosphorylation AlphaLISA; neocarzinostatin DNA damage 30 min before lysis. Potency, µM (doses to about 57.5 µM), for the others: top-dose activation, usual class: activators. actives 0.19% (n = 320,000). AID 485349, 2010; note: potency is the fitted concentration of half-maximal effect; % of control where 0% means no effect; nearly all actives have a fitted effect of over 45% in size
#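 hTERT-immortalized A-T patient fibroblasts ([…]), 500 cells/well in OPTI-MEM, 1% FBS, got compounds for 60 min, then NCS for 30 min at 37C. Lysates were then assayed for phospho-KAP-1 by AlphaLISA (anti-pKAP1 donor, anti-KAP1 acceptor beads), 6 hr at 25C.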
# Chronic BCR inh – qHTS Assay to Find Inhibitors of Chronic Active B-Cell Receptor Signaling. ABC-DLBCL IkBa-CBG/CBR reporter, luminescence ratio, 4 h. Potency, µM (series often up to 46.1 µM), inactives show top-dose ratio change, negative = lower green/red ratio, hits mostly inhibitors. actives 0.05% (n = 340,000). AID 493014, 2011; active = well fitted inhibition curve with a large enough effect in the signal ratio, with a control signal flat, not every such curve was filed as active; inconclusive = small, poorly fitted or top-dose-only effect, or effect the other way, or a change in a side signal; the % refers to the signal ratio;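 note: potency is the fitted concentration of half-maximal effect; plate controls were basal doxycycline-induced cells for no effect and cells given 10 µM MG132 for full effect; MG132 reads +100%, hits lower the ratio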
#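 Compounds up to 46 uM were incubated four hours with TMD8 cells whose green CBG68 luciferase is fused to IkappaBalpha; red CBR luminescence normalised the signal, and concentration-effect curves were fitted to fusion, red and ratio data.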
# TSHR antagonist – Antagonists of the Thyroid Stimulating Hormone Receptor: HTS campaign; TSHR-expressing cells, TSH-stimulated cAMP HTRF, 2 h; stronger effect = lower value; activity change, negative = inhibition, % at 11.5 µM; actives 0.2% (n = 330,000); AID 504810, 2011;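 active = activity change below a set negative limit, meaning inhibition stronger than a set level, cut at about -70% in these data; inconclusive = activity change between two set negative limits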; note: % is set by controls: 0 for no effect and ±100 for the full control effect
#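 TSHR-expressing cells, 200/well, pre-treated with compound, then stimulated with EC80 TSH (4nM final) for 2 hours at 37 deg C. cAMP measured by competitive HTRF: anti-cAMP cryptate antibody in lysis buffer plus cAMP-d2, read after 30 minutes at room temperature.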
# TCR act – Activators of T cell receptors: qHTS campaign | primary human leukocytes, anti-CD3, IL-2 HTRF, 48 h | 330,000 tested, under 10 active | AID 504894, 2011 | Potency, µM (doses to about 9.22 µM), inactives show at the top dose activation of IL-2 secretion, most hits filed as activators; note: % of control where 0% means no effect
#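 Primary human leukocytes receive a-CD3 beads and test compound and are incubated 48 hr. Secreted IL-2 is then assayed by HTRF, measuring 665nm acceptor emission after 320nm excitation of the europium donor.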
# Tb PFK block – qHTS Assay to Find Inhibitors of T. brucei phosphofructokinase; actives 0.17% (n = 330,000); T. brucei PFK, ADP-Glo luminescence; Potency, µM (series often up to 57.5 µM), inactives show top-dose activity, negative = inhibition, hits mostly inhibitors; ATP-dependent 6-phosphofructokinase (Trypanosoma brucei brucei), O15648;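 note: potency is the fitted concentration of half-maximal effect; 0% = uninhibited 1x PFK enzyme wells and -100% = no-enzyme wells; nearly all actives have a fitted effect of over 60% in size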
# Target sequence (O15648 whole entry, looked up): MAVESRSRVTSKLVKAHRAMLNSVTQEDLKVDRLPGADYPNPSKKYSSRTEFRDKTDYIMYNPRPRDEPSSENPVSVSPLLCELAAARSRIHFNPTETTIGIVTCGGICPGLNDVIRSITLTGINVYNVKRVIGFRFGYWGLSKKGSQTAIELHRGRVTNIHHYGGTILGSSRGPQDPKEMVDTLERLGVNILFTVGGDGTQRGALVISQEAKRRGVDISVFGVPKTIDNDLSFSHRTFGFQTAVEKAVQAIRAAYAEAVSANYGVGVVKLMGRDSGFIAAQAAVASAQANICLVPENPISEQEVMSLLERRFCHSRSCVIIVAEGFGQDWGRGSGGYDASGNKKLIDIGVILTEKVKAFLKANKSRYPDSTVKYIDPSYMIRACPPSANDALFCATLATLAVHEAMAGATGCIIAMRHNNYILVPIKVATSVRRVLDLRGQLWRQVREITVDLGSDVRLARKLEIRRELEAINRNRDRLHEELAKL
#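 Activity is normalized to no-enzyme wells (full inhibition) and 1.25 nM enzyme wells (no inhibition). Reaction: 0.5 mM F6P, 0.1 mM ATP, 45 min RT, ADP-Glo luminescence; concentration-response curves fitted and classed by quality.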
# Giardia kill – Small Molecules that selectively kill Giardia lamblia: qHTS; actives 0.15% (n = 340,000); Giardia lamblia trophozoite viability; activity change, % at 7.66 µM, hits read low; in the data active = activity change below about -80%; inconclusive = between about -30% and that limit;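 note: parasites exposed to compound for two days anaerobically before the ATP read; % is set by controls: 0 for no effect and ±100 for the full control effect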
#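 Killing of trophozoites was scored by loss of ATP luminescence after a 48 hrs anaerobic exposure to compounds at 37 deg C, using 100 cells per well.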
# MLL CXXC-DNA inh – qHTS Fluorescence Polarization Assay for Inhibitors of MLL CXXC domain - DNA interaction | MLL-CXXC / FITC-HOXA9 DNA fluorescence polarization | Histone-lysine N-methyltransferase 2A (Homo sapiens), Q03164 | AID 2662, 2010 | actives 0.037% (n = 290,000) | Potency, µM (series often up to 115 µM), for inactives: at the highest dose activity change, negative = inhibition, most hits filed as inhibitors; active = well fitted inhibition curve with a large enough effect in the polarisation, with a control signal flat, not every such curve was filed as active; inconclusive = small, poorly fitted or top-dose-only effect, or effect the other way, or a change in a side signal; inactive = no such curve, though single readings can be large or run the other way; the % refers to the polarisation; note: potency is the fitted concentration of half-maximal effect
#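 Fluorescence polarization: 7 uM MLL-CXXC (stock) preincubated 5 min with compounds, then 50 nM fluorescein-HOX-A9 DNA (stock) added; 30 min ambient. Buffer 50 mM Tris-HCl pH 7.5, 50 mM NaCl, 1 mM DTT, 0.05% BSA.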
# Starred values were filed as active, the others as inactive; ? = inconclusive; . = no result given; & = joins results of further samples; [ ] = remark or other dose. Unless noted, calls come from the whole dose curve; as a rule, active = well fitted curve in the direction sought with a large enough effect; inconclusive = small, poorly fitted or top-dose-only effect, or another doubt; inactive = no such curve, though single readings can be large; an effect the other way counts as inactive or inconclusive.
SMILES,hERG WT inh,GALK inh,FBPA coupling cs,AT treatment,Chronic BCR inh,TSHR antagonist,TCR act,Tb PFK block,Giardia kill,MLL CXXC-DNA inh
CC(=O)N(c1ccccc1)c1nc(C)cc(C)c1C#N,2,1%,1,1%,1%,-10,-3%[46.1 µM],-3%,-16,0%
Cc1cccc(NC(=O)c2ccccc2-c2ccccc2)c1,-2,6%,2,3%,2%,-2,-38%,0%,-18,1%
CCN(Cc1ccncc1)C(=O)CCc1nnc(CCc2ccc(OC)cc2)o1,-7,3%,2,1%,1%,5,2%,-4%,8,0%
Cc1ccnc(NC(=O)c2ccc(S(=O)(=O)NCc3ccco3)cc2)c1,0,.,.,-10%,?,9,-8%,2%,-7,.
CC1(c2ccc3c(c2)OCCO3)NC(=O)N(CC(=O)Nc2ccccc2F)C1=O (stereo not drawn),-6,.,.,-3%,?,3,3%,1%,1,.
O=C1NC(Cc2ccccc2)C(=O)Nc2ccc(Br)cc21 (stereo not drawn),-6,-1%,-2,7%,0%,-10,-3%,0%,-25,-5%
CCOC(=O)C1(C/C(C)=N/NC(N)=O)CC(C)(C)OC1=O (stereo not drawn),-10,.,4,-4%,4%,-6,-1%[46.1 µM],3%,-7,10%
CCOc1ccc(CCNC(=O)C2CCN(c3nn4c(=O)cc(C)nc4s3)CC2)cc1OCC,6,0%,0,1%,?,-5,0%,-4%,4,-11%
COc1cc(O)c(C(CC(=O)N2CCN(c3ccccc3)CC2)c2ccc(N(C)C)cc2)c(OC)c1 (stereo not drawn),.,0%,-5&0,-19%,-2%,22,6%,-6%,-1&15,3%
Cc1ccc(-c2noc(CCCC(=O)Nc3cccnc3)n2)cc1,-4,-4%,-11,6%,16%,1,-4%,7%,19,3%
Cc1ccc(-c2csc(NCCn3c(C(F)(F)F)nc4ccccc43)n2)cc1,2,.,-1,3%,-1%,3,-5%,0%,20,10%
COc1ccc(N2CCN(C(=O)Cn3nnc(-c4ccccc4N)n3)CC2)cc1,-10,-1%,0,-2%,?,-4,4%,-2%,10,7%

# The final 2 records of the part before are carried over, then new ones follow.
SMILES,hERG WT inh,GALK inh,FBPA coupling cs,AT treatment,Chronic BCR inh,TSHR antagonist,TCR act,Tb PFK block,Giardia kill,MLL CXXC-DNA inh
Cc1ccc(-c2csc(NCCn3c(C(F)(F)F)nc4ccccc43)n2)cc1,2,.,-1,3%,-1%,3,-5%,0%,20,10%
COc1ccc(N2CCN(C(=O)Cn3nnc(-c4ccccc4N)n3)CC2)cc1,-10,-1%,0,-2%,?,-4,4%,-2%,10,7%
O=C(COC(=O)c1ccc([N+](=O)[O-])cc1Cl)Nc1cccnc1Cl,0,.,.,2%,-3%,14,-2%,-2%,-10,.
CCCS(=O)(=O)N1CCCC(C(=O)NCCCN2CCCC2=O)C1 (stereo not drawn),4,0%,0,3%,2%,14,-3%,3%,40[activator],14%
O=C(CCN1C(=O)/C(=C\C=C\c2ccccc2)SC1=S)Nc1cccc(C(=O)O)c1,11,0%,5,2%,?,-13,2%,2%,-13,?
COC(=O)CNC(=O)COC(=O)c1cc(Cl)cc(Cl)c1N,0,-3%,3,4%,-15%,4,-2%[46.1 µM],2%,-4,0%
COc1ccc(CNC(=O)C2CCC(CNC(=O)[C@@H]3Cc4ccccc4CN3)CC2)cc1 (stereo partly drawn),-4,1%,.,1%,?,12,-9%,-17%,0,18%
O=C(COC(=O)CCc1c[nH]c2ccccc12)NCc1ccccc1,46,3%,3,-5%,-3%,-2,-3%[46.1 µM],1%,-6,10%
O=C(O)c1cccc(N2C(=O)C3C4C=CC(C4=C(c4ccccc4)c4ccccc4)C3C2=O)c1 (stereo not drawn),-3,6%,0,1%,-2%,0,1%,2%,-4,-20%
COC(=O)c1ccccc1NC(=O)NC1CC1,.,1%,2,-1%,3%,1,1%,-6%,-29,-7%
CCc1cc2c(=O)c(-c3nc4ccccc4n3C)c(C)oc2c(CN2CCN(CCO)CC2)c1O,6,-2%,-1,-1%,2%,-1,2%,1%,-15,-7%
COc1ccc(/C=C/C(=O)NCc2c(C)nn(C)c2C)cc1COc1ccc(Br)cc1,-24,-4%,0,-4%,-1%,-10,-2%,5%,-13,6%
Cc1c(OC(C)C(=O)NCCCN2CCOCC2)ccc2c3c(c(=O)oc12)CCC3 (stereo not drawn),-15,-2%,.,0%,?,-2,-2%,1%,3,-4%
COc1ccc(C(C[N+](=O)[O-])c2c(-c3ccccc3)cc3ccccn23)c(OC)c1 (stereo not drawn),-2,0%,-19,10%,?,6,3%,2%,11,10%
COc1cccc(OC)c1C(=O)NC(=O)Oc1c(F)cccc1F,-7,5%,.,10%,4%,-5,10%,-7%,-3,33%[activator]
COCCNC(=O)/C(C#N)=C/c1c(N2CCN(C)CC2)nc2ccccn2c1=O,5,-1%,1,7%,4%,1,-6%,-11%,16,5%
O=C(Cc1c(O)c2ccccc2oc1=O)c1ccc(C(F)(F)F)cc1,-4,1%,2,-1%,-4%,4,3%,3%,-14,?
Cc1ccc(SC(C)C(=O)Nc2ccncc2)cc1 (stereo not drawn),-7,-8%,-1,-1%,1%,-11,-3%,0%,8,0%
CCOc1ccc(N=C(/C(C(=O)C(=O)N2CCOCC2)=C(\O)c2ccccc2)c2ccccc2)cc1,-7,.,0,-1%,?,-8,-2%[46.1 µM],-6%,-4,-1%
CCOc1ccccc1NC(=O)c1cccc(S(=O)(=O)N(Cc2ccccc2)c2ccccc2OC)c1,0,1%,-1,9%,18%,-6,-1%[46.1 µM],-5%,-27,13%
Cc1cc(NC(=O)CN2CCCCC2)n(-c2ccccc2)n1,28,5%,4,3%,-9%,5,4%,-2%,-6,-3%
Cc1cccnc1NC(=O)Nc1ccc(F)cc1,-5,3%,-2,-12%,4%,1,5%,0%,-14,6%
Cc1ccc(NC(=O)CSCC(=O)Nc2ccc(N3CCOCC3)c(Cl)c2)cc1,11,-2%,-2,6%,0%,28,1%,-21%,-3,9%
S=C(NCc1cccnc1)Nc1cccc2ccccc12,-7,1%,1,11%,0%,0,-1%[46.1 µM],16%,-13,5%
O=C(CCc1nnc(CCCc2ccccc2)o1)NCCc1ccccc1,6,9%,0,0%,-9%,8,-2%,1%,4,-10%
CC(=O)c1cc2ccccc2oc1=O,-5,.,2,5%,25%,-22,0%,-6%,6,.
Cc1cc(C)n(CCNCc2c(C(=O)N3C[C@@H](C)O[C@@H](C)C3)nc3ccc(Cl)cn23)n1,6,2%,-2,0%[11.5 µM],3%,5,-3%,0%,-25,-3%
CC1CCCN(C2(O)C(=O)Nc3ccc([N+](=O)[O-])cc32)C1 (stereo not drawn),-3,-2%,0,-12%,1%,-7,-48%,-5%,12,12%
COc1ccc(C(=O)O)cc1S(=O)(=O)NCc1cccnc1,4,3%,0,-2%,2%,1,3%,3%,5,8%
CCC(NC(=O)Nc1nnc(C(F)(F)F)s1)(C(F)(F)F)C(F)(F)F,1,-2%,-10,19%,?,-87*,7%,-3%,1,-10%
CCCN1C(=O)c2ccc(C(=O)NCc3ccco3)cc2C1=O,2,0%,6,5%,6%,2,-7%,-7%,11,-12%
COc1ccc(CC(=O)OCC(=O)N2N=C(c3ccccc3)CC2c2ccc(OC)cc2)cc1 (stereo not drawn),2,2%,-4,-2%,0%,1,1%[46.1 µM],-2%,-15,8%
Cc1cc(/C=N/NC(=O)C(=O)N2CCCC2)c(C)n1-c1cccc(Br)c1,-6,-1%,-4,-4%,8%,6,2%,0%,-4,-14%
O=C(OCC(=O)N1CCc2ccccc21)c1n[nH]c(=O)c2ccccc12,2,.,.,-9%,8%,5,3%,-11%,7,.
Cc1cccc(CCNC(=O)CCCOc2cc(=O)n(C)c3ccccc23)c1,-6,-1%,2,3%,?,0,6%,-5%,12,1%
COc1ccc(C2(c3ccc(OC)cc3)NC(=O)N(CC(=O)Nc3ccc(C(N)=O)cc3)C2=O)cc1,1,11%,-6,-9%,?,25,-6%,3%,-15,9%

# This is a random part of the collection. Share with any hit: about 1.6%.
